Screening data from PubChem.
DENV2 CPE: inhibitors of DENV2 cytopathic effect; 1.7% of 350,000 active; CPE inhibition, % at 9.99 µM; DENV2-infected cells, cytopathic effect rescue, plate reader; in the data active means CPE inhibition above about 20%, passing the limit was not always enough; inconclusive means no clear call, values can overlap the other calls; tested in BHK-21 cells;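 further: 0% = median of neutral control wells and 100% = median of positive control wells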
EWS-Fli inh: EWS/Fli transcriptional activity inhibition | A673 NR0B1-luciferase reporter, viability-normalised | inhibition, % at 12.6 µM | 0.67% of 350,000 active | AID 651661;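 active means mean inhibition of at least 50% after viability correction, with every replicate also passing that limit; inconclusive means mean reaches 50% but only one of two replicates passes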;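 further: firefly luciferase signal divided by Alamar Blue viability fluorescence both relative to DMSO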
XiGFP reactiv: activators of X-chromosome reactivation in mouse fibroblasts | XiGFP mouse fibroblasts, % GFP-positive cells imaging, 3 d; cells co-treated with 5-aza-dC sensitizer; scaled so ellipticine positive control = 100% | activation, % at 7.58 µM | 0.055% of 360,000 active;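 active means mean normalized replicate activation at least 10% and every replicate at or above 10%; inconclusive means only one of the two criteria met; inactive means mean below 10% and not all replicates reach 10%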;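 further: 0% = median of on-plate neutral control wells and 100% = ellipticine 6 µM median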
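System: SV40-immortalized XiGFP fibroblast cells, line 68-5-11 / Incubation: 3-day compound exposure, then 15 min fixation at room temperature / Compound: single concentration per compound, delivered by pin transfer / Buffer or medium: DMEM plus 5-aza-dC sensitizer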
INS-1E GSIS act: primary screen for activators of insulin secretion dependent on glucose, INS-1E cells, GLuc reporter luminescence; 0.61% of 370,000 active; INS-1E GLuc reporter insulin secretion, 2-3 h; activation, % at 16.6 µM; AID 743287;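 active means lowest replicate activation of at least 40%, so every replicate reaches that level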;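 further: 0% = median of neutral control wells and 100% = median of IBMX positive control wells; some compounds called inactive have numbers as strong as hits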
ARNT-TACC3 inh: ARNT/TACC3 interaction disruption; AlphaScreen His-ARNT PAS-B/GST-TACC3 binding, luminescence; TACC3 fragment carries E629A point mutation; inhibition, % at 9.99 µM; 0.66% of 390,000 active; AID 623870;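 active means mean inhibition of replicates at least 50% and at least half of replicates each reaching 50%; inconclusive means half or more replicates reach 50% but mean below 50%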;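 further: 0% = complete ARNT plus TACC3 wells and 100% = ARNT alone without TACC3; many hits fall short of the cut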
PAX8 inh HTS: inhibitors of PAX8 transcriptional activity in RMG-I cells | RMG-I TPO-luciferase reporter, SteadyGlo, 24 h | inhibition, % at 12.6 µM | 1.2% of 360,000 active | AID 652154;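 active means mean replicate inhibition at least 60% with every replicate also reaching 60%; inconclusive means only one of the two criteria is met; inactive means mean below 60% and not all replicates reaching 60%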;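 further: luciferase light reporting Pax8 driven TPO promoter activity; plate controls were median of neutral control wells for no effect and mitoxantrone controls for full effect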
ERp5 inh: ERp5 (human) disulfide isomerase inhibition; inhibition, % at 9.99 µM; Q15084; ERp5 insulin aggregation, absorbance 650 nm, 90 min; 0.05% of 350,000 active;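 active means mean replicate inhibition above about 25%, with every replicate also reaching it, limit read from the data, passing the limit was not always enough; inconclusive means only one of those two criteria met; inactive means neither criterion met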
Target sequence (Q15084 whole entry, looked up): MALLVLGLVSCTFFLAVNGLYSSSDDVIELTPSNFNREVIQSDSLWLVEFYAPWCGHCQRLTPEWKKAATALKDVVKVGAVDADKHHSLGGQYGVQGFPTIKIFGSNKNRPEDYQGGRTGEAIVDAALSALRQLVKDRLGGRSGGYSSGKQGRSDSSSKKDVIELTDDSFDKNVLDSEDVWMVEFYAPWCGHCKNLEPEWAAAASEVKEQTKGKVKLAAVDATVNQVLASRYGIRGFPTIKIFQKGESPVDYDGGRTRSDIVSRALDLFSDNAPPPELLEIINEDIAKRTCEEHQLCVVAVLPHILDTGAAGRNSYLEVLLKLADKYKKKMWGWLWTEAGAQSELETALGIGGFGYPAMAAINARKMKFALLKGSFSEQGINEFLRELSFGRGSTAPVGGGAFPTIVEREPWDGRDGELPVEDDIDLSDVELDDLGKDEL
F508del corr: correctors of CFTR F508del function in bronchial epithelial cells. 0.36% of 350,000 active. AID 720511. CFBE cells, YFP halide quenching; stimulated with forskolin plus potentiator P3; % fluorescence drop versus neutral controls. activity (quench increase), % at 7.58 µM;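 active means mean added fluorescence quench of at least 8% versus neutral control, with both replicates also reaching 8%; inconclusive means only one of the mean or replicate conditions met; inactive means mean below 8% and not both replicates reaching 8%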;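 further: cells transiently co-express mutant CFTR-F508del with the halide-sensitive YFP; corrector assay measuring rescue of mutant channel to the surface after 24 h compound exposure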
Starred values were filed as active, the others as inactive; u = inconclusive; x = not tested or not shown; & = joins results of further samples.

Values in the order: DENV2 CPE	EWS-Fli inh	XiGFP reactiv	INS-1E GSIS act	ARNT-TACC3 inh	PAX8 inh HTS	ERp5 inh	F508del corr
1. Cc1cccc(-n2c(Cc3cc(=O)[nH]c(=O)[nH]3)nnc2SC(C)C)c1
 : -1.1	6.5	0.0	x	-1.0	-16.6	0.3	-0.9
2. CCn1c(CCNC(=O)c2ccc(C)cc2)n[nH]c1=S
 : x	x	0.1	5.8	-7.6	-7.1	x	x
3. COc1cccc(-c2cnc3c(c2)C(=O)N([C@H](C)CO)C[C@H](C)[C@@H](CN(C)Cc2ccccc2)O3)c1
 : u	3.6	-1.1	-6.5	-4.7	0.0	0.4	0.5
4. Cc1ccc(N2C(=O)CS/C2=C(\C(Cl)=C(Cl)Cl)[N+](=O)[O-])cc1
 : 6.7	-0.4	x	1.3	5.4	x	-2.8	-1.2
5. C[C@H]1CN([C@@H](C)CO)C(=O)c2c(c3ccccc3n2C)-c2ccccc2CO[C@H]1CN(C)S(=O)(=O)c1ccc(F)cc1
 : -11.2	-12.7	-0.1	-10.9	4.1	x	-4.8	-2.5
6. CN(C)C(=O)C[C@@H]1CC[C@H]2[C@H](COc3ccc(NC(=O)C4CCOCC4)cc3C(=O)N2C)O1
 : u	-3.8	-0.1	0.3	-12.2	10.5	3.4	-0.4
7. Cc1ccc(-c2cccc(CN3CCN(C4CCN(C(C)C)CC4)C(CCO)C3)c2)o1 (stereo not drawn)
 : -15.1	1.1	0.1	34.9	-8.8	-3.9	4.2	0.2
8. Cc1ccc(-c2csc3ncnc(Cl)c23)cc1
 : u	12.4	0.1	21.1	-6.6	-8.3	-2.4	-8.4
9. COc1ccc(CN2[C@H](CO)[C@@H]3c4ccccc4N(C(=O)CC(F)(F)F)C[C@@H]32)cc1
 : -9.0	-5.7	0.0	-8.4	-12.5	13.5	-0.5	-1.8
10. COc1cccc(CNC(=O)c2cc3c(c(-c4cccc(-c5ccncc5)c4)n2)[C@@H](CCO)N([S@](=O)C(C)(C)C)C3)c1
 : -6.9	17.6	-0.1	-2.4	5.0	17.5	-3.4	-0.3
11. COc1ccc2cc(C(=O)CS(=O)(=O)c3ccccc3)c(=O)oc2c1
 : -5.7	-43.3	0.1	-7.8	-2.6	2.3	-4.3	3.8
12. Cc1noc(C)c1S(=O)(=O)N(C)C[C@@H]1Oc2ccc(NC(=O)NC(C)C)cc2CC(=O)N([C@H](C)CO)C[C@H]1C
 : 9.8	-6.7	0.1	7.8	0.0	1.9	0.1	-1.2
13. COc1ccc(CNC(=O)c2sc(=S)n(-c3ccccc3)c2N)cc1
 : 6.5	-3.5	0.2	-2.4	4.7	-20.7	-9.2	-2.7
14. CCCCN(C(=O)c1ccccc1Cl)C(CC(C)C)c1nc2ccccc2[nH]1 (stereo not drawn)
 : -6.3	-5.4	-0.2	x	x	-5.9	-3.6	2.6
15. O=C(C[C@H]1C=C[C@H](NC(=O)CC2CC2)[C@@H](CO)O1)NCc1ccc(Cl)cc1
 : -2.5	-3.8	-0.1	2.8	-9.4	-1.6	-1.4	0.8
16. C[C@@H]1CN([C@H](C)CO)C(=O)c2cccc(N(C)C)c2O[C@@H]1CN(C)Cc1ccc(Cl)c(Cl)c1
 : 10.3	-5.7	-1.1	-12.4	x	23.2	-2.7	-0.3
17. CCCn1c(SCC(=O)Nc2ccc(NC(C)=O)cc2)nc2c1c(=O)n(C)c(=O)n2C
 : 5.6	-7.0	-0.1	14.2	x	-11.7	-0.7	3.0
18. CN1c2ccc(-c3ccc(C#N)cc3)cc2[C@@H]2[C@@H](CCN2S(=O)(=O)c2ccc(F)cc2)[C@@H]1CO
 : 9.5	9.3	0.1	-15.0	-11.2	-9.2	-2.3	7.0
19. CCOC(=O)CSc1nc2c(c(=O)n1-c1ccc(OC)cc1)SCC2
 : -0.1	1.2	0.0	-0.2	1.7	-1.6	0.2	-4.6
20. Cn1cc([C@]2(O)C(=O)N(c3ccccc3)c3ccccc32)c2ccccc21
 : 9.4	0.5	0.2	-18.9	x	6.3	1.8	5.7

Going on with the list.
Values in the order: DENV2 CPE	EWS-Fli inh	XiGFP reactiv	INS-1E GSIS act	ARNT-TACC3 inh	PAX8 inh HTS	ERp5 inh	F508del corr
21. CC(C)(C)[C@@H]1C=C(C(=O)NCc2nc3ccccc3[nH]2)O[C@H](OCc2ccc(CO)cc2)C1
 : 13.7	7.1	x	x	x	-6.8	-2.5	-0.1
22. O=C(Nc1ccc(F)cc1)N1CCCCN2[C@@H](CO)[C@H](c3ccc(C#CC4CC4)cc3)[C@@H]2C1
 : -22.6	5.0	0.1	-26.8	20.5	-10.9	-4.9	0.6
23. O=C1CC(NS(=O)(=O)c2ccc([N+](=O)[O-])cc2)CN1c1ccc(Cl)cc1 (stereo not drawn)
 : -2.7	-3.7	0.1	5.3	x	4.0	1.8	0.9
24. Cc1onc(-c2ccccc2)c1NC(=O)N(Cc1ccccc1)C(C)C
 : -2.8	6.6	0.1	x	-7.3	9.0	x	0.6
25. COCCNC(=O)C1CC2Cn3c(nc4cc5ccccc5cc43)C2N1C (stereo not drawn)
 : 12.1	-11.6	0.0	-4.6	-0.6	-17.3	3.2	1.7
26. C[C@@H]1CN([C@H](C)CO)C(=O)CCCn2cc(nn2)CO[C@@H]1CN(C)C(=O)Nc1ccnc(N2CCOCC2)c1
 : 1.0	6.4	-0.3	4.6	-1.9	x	-1.8	1.5
27. CS(=O)(=O)N(CC(=O)Nc1ccccc1C(=O)N1CCCC1)c1cccc([N+](=O)[O-])c1
 : -0.5	-6.0	0.0	1.4	-1.9	28.5	-1.4	0.8
28. C/C(=N\NC(=O)CCc1ccc(S(=O)(=O)N2CCOCC2)cc1)c1ccc(Br)cc1
 : 3.8	9.4	-0.1	-3.8	-2.1	9.9	1.3	0.3
29. OCCC1CN(Cc2nc3c(s2)CCCC3)CCN1Cc1ccsc1 (stereo not drawn)
 : 5.0	-6.6	0.0	-10.1	-3.8	6.9	2.5	-1.3
30. COc1ccc(-c2cc(=O)oc3c(C)c(OC(C)C(=O)Nc4ccc(CN5CCOCC5)cc4)ccc23)cc1 (stereo not drawn)
 : 2.5	28.4	0.0	3.2	15.8	39.2	-8.0	-0.2
31. CO[C@@H]1CN(C)C(=O)c2cc(NC(=O)C3CC3)ccc2OC[C@H](C)N(CC2CCCC2)C[C@@H]1C
 : 7.3	0.9	0.0	8.2	-4.7	x	-1.6	-1.1
32. C[C@H](CO)N1C[C@H](C)[C@H](CN(C)S(=O)(=O)c2ccccc2F)Oc2ncc(C#Cc3ccccc3F)cc2C1=O
 : 3.4&15.3	-29.1&5.3	-1.2	-6.7	-9.6&-4.2	x	2.1&13.7	-0.6&-1.7
33. COc1cc(NS(=O)(=O)c2ccc(NC(=O)c3ccc(Cl)cc3Cl)cc2)ncn1
 : 7.6	10.4	0.1	3.2	0.9	-5.4	6.3	-0.3
34. CC(C)NC(=O)N[C@@H]1CC[C@H](CC(=O)NC2Cc3ccccc3C2)O[C@H]1CO
 : 19.3	7.1	0.0	6.3	-7.4	3.2	-1.1	-0.1
35. CC(=O)Nc1ccc(NC(=O)COC(=O)c2c(-c3ccccc3)noc2C)cc1
 : 15.4	4.9	0.0	-4.4	-5.0	21.5	2.2	-0.1
36. CCOc1ccc2[nH]c3c(NCCC(C)C)ncnc3c2c1
 : -7.1	0.8	0.2	-5.5	-6.8	-8.7	-1.9	-3.8
37. CCc1nc2ccc(C(=O)Nc3cccc(C(C)=O)c3)cc2nc1CC
 : x	x	0.0	8.0	-2.5	-5.6	x	x
38. Cc1cccc(S(=O)(=O)N[C@H]2CC[C@@H](CCn3cc(-c4ccccn4)nn3)O[C@@H]2CO)c1
 : -2.6	-0.7	-0.1	-3.5	101.6*	6.6	-3.0	3.9
39. NC(=O)c1ncn([C@@H]2O[C@H](CNCc3cc(Br)ccc3OCc3ccccc3)[C@@H](O)[C@H]2O)n1
 : 1.8	-2.2	0.1	-1.0	-4.4	-9.8	0.5	-4.6
40. COc1ccccc1NC(=O)c1cc(S(=O)(=O)N2CCc3ccccc32)ccc1F
 : -1.8	x	0.1	74.0	-9.4	7.3	-4.8	0.8

Further structures
Values in the order: DENV2 CPE	EWS-Fli inh	XiGFP reactiv	INS-1E GSIS act	ARNT-TACC3 inh	PAX8 inh HTS	ERp5 inh	F508del corr
41. O=C(/C=C/c1c(F)cccc1Cl)Nc1cccnc1
 : -6.5	-37.5	0.0	4.4	-0.6	-115.0	0.7	-2.9
42. CC(C)Cc1nnc(NC(=O)CCC(=O)Nc2ccccc2F)s1
 : 7.2	2.5	0.2	10.5	-2.5	-13.1	1.2	5.6
43. N#C[C@@H]1[C@H](c2ccccc2-c2ccccc2F)[C@H](CO)N1C(=O)C1CCC1
 : 0.0	18.3	0.0	-7.8	x	x	2.8	-1.6
44. O=C(CSc1ccc2nnc(-c3ccc(Cl)cc3)n2n1)N1CCCC1
 : 2.1	-4.5	0.2	x	-4.5	25.4	3.4	0.7
45. COc1ccc(N2CCN(CCCn3c(=S)[nH]c4ccccc4c3=O)CC2)cc1
 : -3.4	-20.8	0.0	1.5	14.9	3.3	1.3	4.8
46. COc1ccc(OC)c(-c2cc(-c3cccnc3)nc(N)c2C#N)c1
 : -5.4	56.5*	0.0	x	-1.6	21.1	-15.3	9.0*
47. CC(=O)Nc1ccc(CNC(=O)C[N+]2(C)CCOCC2)cc1
 : x	-2.6	-0.1	4.3	-13.0	-8.9	1.8	1.2
48. CC(C)(Oc1ccc(Cl)cc1)C(=O)NNC(=O)c1ccc(Br)o1
 : -6.2	0.5	0.0	1.6	-3.0	6.3	-4.7	-0.6
49. Cc1ccc2c(C)cc(=S)[nH]c2c1
 : -2.1	4.8	0.1	7.7	0.3	-4.2	-1.6	7.6
50. CO[C@H](CN(C)S(=O)(=O)c1cccc(Cl)c1)[C@@H](C)CN([C@@H](C)CO)S(=O)(=O)c1ccc(Cl)cc1
 : 1.0	-10.0	-0.1	-34.5	4.2	15.3	-0.9	3.0
51. CN1C(=O)NC(c2cccc([N+](=O)[O-])c2)C2=C1CC(C)(C)CC2=O (stereo not drawn)
 : -0.6	-0.9	0.0	7.5	-1.0	11.3	-1.5	-1.2
52. C[C@@H]1CCCCO[C@@H](CN(C)Cc2ccc(C(=O)Nc3ccccc3N)cc2)[C@@H](C)CN([C@H](C)CO)C(=O)c2cc(NS(=O)(=O)c3ccccc3)ccc2O1
 : -12.3	9.9	-0.1	-0.4	x	-2.5	-2.4	-2.4
53. Cc1ccc(Oc2nc(CN3CCOCC3)nc3sc4c(c23)CCC(C)C4)cc1C (stereo not drawn)
 : 1.3	6.0	-0.1	-0.5	-8.4	34.9	16.1	0.6
54. Cc1ccc(-c2ccc3c(c2)O[C@@H](CN(C)C(=O)Nc2ccccc2)[C@H](C)CN([C@H](C)CO)S3(=O)=O)cc1
 : 2.9	2.9	-0.5	-19.6	8.6	-0.7	0.8	0.1
55. CO[C@H]1CC[C@@H]2CCOc3ccc(C#N)cc3C(=O)N(C)C[C@H](C)C(=O)N(C)C[C@H]1O2
 : -1.0	2.3	0.2	6.0	-6.1	2.0	5.8	x
